# Yfh1-depleted yeast = enhancers of respiration in Yfh1-depleted yeast, dose response, Friedreich's ataxia, plus single-dose screen (AID 1465); 220,000 tested, 0.074% active; one-dose fold induction at 50 µM; EC50 in µM for titrated hits; S. cerevisiae Yfh1-off respiration, WST-1 reduction, 72 h; higher fold induction means a stronger effect;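 active = fold induction of absorbance versus untreated yeast above a set limit, then at least 30% activation at any dose in follow-up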;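 note: activators that raise dye reduction in frataxin-depleted yeast; strong numbers were not always called active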
# bCat nuc transl = alters nuclear translocation of beta-catenin in HeLa cells | immunofluorescence imaging | 190,000 tested, 0.3% active | nuclear translocation activity, % at 5 µM;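 active = nuclear translocation activity above 50% at 5 µM, with a well cell count of 50 or more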;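 note: per-cell ratio of nuclear to cytoplasmic median beta-catenin stain intensity; plate controls were DMSO negative control for no effect and GSK-3 inhibitor IX positive control for full effect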
#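 System: Human HeLa cells, endogenous beta-catenin | Compound dosing: 5 µM primary, 0.02–20 µM confirmation | Timing: 24 h compound exposure at 37°C, 5% CO2 | Measured by: Fluorescence imaging of beta-catenin antibody stain plus DAPI | Read-out basis: % activation of per-cell nuclear versus cytoplasmic median beta-catenin signal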
# WT yeast gro inh = growth inhibition of WT yeast, mitochondrial fusion screen; mitochondrial fusion phenotypic screen, WT strain; inhibition, % at 10 µM; 190,000 tested, 2.1% active; AID 1362; in the data active = inhibition above about 58%; tested in S. cerevisiae
# Insulin prom up = MIN6 insulin promoter up-regulation. MIN6 insulin promoter-GFP reporter, high-content imaging; hits give high values. z-score at 5 µM. 190,000 tested, 0.3% active. AID 1625;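 active = z-score above 3 at 5 µM with at least 500 cells counted in the well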
# AID2073 = inhibitors of Mint1-CaV2.2 protein interaction, biochemical, HTRF (AID 2073). HTRF protein-protein interaction, Mint1-CaV2.2; higher % means a stronger effect. inhibition, % at 20 µM; hits with a dose series show IC50 in µM. 290,000 tested, 0.19% active; in the data active = inhibition mostly above about 51%, no sharp cut-off; note: some results filed as inactive read as strong as hits
# MT stabilizer = microtubule stabilization, imaging screen | HeLa tubulin immunostaining HCS, 24 h; share of cells brighter than vehicle mean+2SD | % tubulin-high responders, % at 10 µM | 200,000 tested, 0.83% active;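 active = plate Z-score above 3 for both tubulin-high and condensed-nucleus cell shares, with cell loss under 80%, at 10 µM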;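 note: anti alpha tubulin signal scored within the nucleus-defined area of each cell; some results filed as inactive read as strong as hits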
# Autophagy HCS = autophagy modulation, high-content screen; MEF GFP-LC3 puncta imaging; test concentration mostly 10 µM; calls only at 10 µM (by protocol); 190,000 tested, 0.98% active;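 active = percentage of spot-positive cells more than 3 SD above its plate mean, without a fluorescence outlier flag or 80% toxicity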;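 note: spot-positive cell cutoff set from DMSO-treated cells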
# Dynein cargo inh = blocks dynein driven cargo transport along microtubules | z-score, hits read low | 220,000 tested, 0.47% active | AID 1381 | 3617.4 mouse cells, GR-EGFP nuclear translocation imaging; test concentration mostly 20 µM; stimulated with dexamethasone, 1 µM; hits give low values;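 active = plate z-score of nuclear minus cytoplasmic receptor signal below a set negative limit, without overly bright fluorescence or cell loss, cut at about -3.5 in these data, passing the limit was not always enough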;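 note: z-score of nuclear minus cytoplasmic ring GR-EGFP intensity difference per well; some compounds called inactive have numbers as strong as hits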
#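 Also added – dexamethasone, 1.0 µM final · Buffer or medium – tet-free, stripped-serum medium · Schedule – induction 48 h, compound 1 h, agonist 30 min · Detection – formaldehyde fixation, Hoechst nuclear stain, 10x automated fluorescence imaging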
# HIV peptide binding = inhibitors of HIV fusion peptide binding, primary screen, biochemical, uHTS, fluorescence dequenching (AID 1986); 290,000 tested, 0.3% active; cell-free peptide binding, fluorescence dequenching, 30 min; higher % means a stronger effect; inhibition, % at 20 µM; hits with a dose series show IC50 in µM; in the data active = inhibition mostly above about 52%, no sharp cut-off; inactive = mostly below about 76%; note: some results filed as inactive read as strong as hits
# WT yeast gro inh mutant strain = second read-out of WT yeast gro inh, no call of its own (marks repeat the call); inhibition, %; mitochondrial fusion phenotypic screen, mutant strain inhibition
# Dynein cargo inh cytoplasmic EGFP = recorded beside Dynein cargo inh, whose call it bears; z-score; measured here: cytoplasmic GR-EGFP intensity; hits give high values
# Dynein cargo inh nuclear GR-EGFP = recorded beside Dynein cargo inh, whose call it bears; z-score; measured here: nuclear GR-EGFP intensity;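 lower value marks the stronger effect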
# Dynein cargo inh cell count = recorded beside Dynein cargo inh, whose call it bears; z-score; measured here: cell count per field
# Insulin prom up cell count = second read-out of Insulin prom up, no call of its own (marks repeat the call); cell count; measured here: cytotoxicity, nuclei count;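 total cells summed across four imaged fields per well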
# bCat nuc transl cell count 5 µM = also measured in bCat nuc transl; calls as there; cell count; measured here: cell count, cytotoxicity flag
# MT stabilizer Hoechst-high % = also measured in MT stabilizer; calls as there; % Hoechst-high responders; measured here: nuclear condensation Hoechst responders;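 share of cells brighter than vehicle mean plus two SD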
# MT stabilizer cytotoxicity % = second read-out of MT stabilizer, no call of its own (marks repeat the call); toxicity, %; measured here: cytotoxicity by cell density;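 0% = mean cell density of plate MIN control wells and 100% = no cells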
# Autophagy HCS cell loss 18 h = also measured in Autophagy HCS; calls as there; toxicity, %; measured here: cell loss, nuclei count;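 cell loss after 18 h compound exposure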
# An asterisk follows results filed as active; i = inactive; nt = no result given.
SMILES,Yfh1-depleted yeast,bCat nuc transl,bCat nuc transl cell count 5 µM,WT yeast gro inh,WT yeast gro inh mutant strain,Insulin prom up,Insulin prom up cell count,AID2073,MT stabilizer,MT stabilizer Hoechst-high %,MT stabilizer cytotoxicity %,Autophagy HCS,Autophagy HCS cell loss 18 h,Dynein cargo inh,Dynein cargo inh cytoplasmic EGFP,Dynein cargo inh nuclear GR-EGFP,Dynein cargo inh cell count,HIV peptide binding
CCOc1ccc(Nc2nc(Cc3nnc(SCC(=O)c4ccc(C)c(C)c4)o3)cs2)cc1,i,0.5,1194,3,8,-0.93,867,-8%,2.2,1.2,6.5,i,1,-0.47,-0.3,-0.36,0.31,2.1%
Cc1ccc(S(=O)(=O)NCc2ccco2)cc1C,i,-0.9,822,-5,0,-0.06,1167,-5%,3.5,2.1,6.6,i,10,1.7,-0.14,1,0.34,-0.9%
CCOC(=O)c1ccc(NC2=CC(=O)C(=O)c3ccccc32)cc1,i,3.7,1275,1,-3,-0.33,1564,10%,1.5,1.3,5.1,i,-1,-1,0.11,-0.26,-1.3,5.8%
NC(=O)N\N=C/C=C/C=C/c1ccc(F)cc1,i,-1.0,1044,nt,nt,-0.33,1423,-8%,nt,nt,nt,nt,nt,-0.15,-0.27,-0.12,0.27,1.2%
CCOC(=O)C(NC(=O)c1ccc(F)cc1)(Nc1nnc(C)s1)C(F)(F)F (stereo not drawn),i,0.5,1100,6,20,0.27,1240,3%,2.4,1.6,5.6,i,15,-1.3,-0.16,-0.12,0.35,0.9%
O=C(NCC1COc2ccccc2O1)C1C2C=CC3(CN(Cc4ccccc4Cl)C(=O)C13)O2 (stereo not drawn),i,-0.3,1023,8,-4,0.36,1733,-8%,3.7,2.7,12,i,20,-0.58,-0.31,0.5,0.27,2.3%
O=C(O)C(O)c1ccco1 (stereo not drawn),i,-1.0,860,-12,-3,0.43,1325,65%*,2.0,2.9,9.5,i,-1,-0.56,-0.19,-0.52,0.64,36%
C=CCNC(=O)C1COc2ccccc2O1 (stereo not drawn),i,0.0,1143,nt,nt,0.23,1437,9%,nt,nt,nt,nt,nt,-0.29,-0.23,-0.16,0.21,0.2%
O=c1oc2ccc(Cl)cc2cc1-c1ccccc1,i,1.8,1022,-9,-15,-0.9,2321,8%,3.1,1.9,1.6,i,17,0.34,-0.26,-0.11,-0.79,0.0%
Cn1c(=O)c2c(nc(NCCNC(=O)c3ccco3)n2Cc2ccc(Cl)cc2Cl)n(C)c1=O,i,-4.3,993,7,26,0.75,1285,3%,1.1,1.7,5.8,i,-6,-0.069,-0.22,-0.11,-0.051,-2.3%
CC(C)(C)c1ccc(NC(=S)NCc2cccs2)cc1,i,-3.0,1230,-7,2,-0.11,1061,-2%,3.7,1.9,2.6,i,-3,-0.21,-0.094,-0.025,0.71,-3.2%
CCOC(=O)c1ccc(NC(=O)c2ccccc2[N+](=O)[O-])cc1,i,nt,nt,2,-9,-0.82,1236,-7%,1.4,2.7,6.2,i,0,-0.57,-0.3,-0.42,0.48,-2.2%
O=C(NC12CC3CC(CC(C3)C1)C2)c1cncc(O)c1,i,nt,nt,14,19,-0.25,1317,7%,2.2,1.4,6.7,i,10,-0.19,-0.12,0.38,-1.7,-1.7%
O=c1cc(CO)oc(C(Nc2ccccn2)c2ccccc2Cl)c1O (stereo not drawn),i,-1.5,402,13,14,nt,nt,24%,2.1,0.9,9.8,i,6,-0.27,1.7,0.87,-1.5,0.2%
Cc1[nH]c(=O)c(C#N)cc1-c1ccncc1,i,0.9,1083,0,-7,-1.1,1332,9%,1.9,2.4,7.0,i,18,0.26,-0.25,0.44,-0.64,-0.8%
O=C(c1ccco1)c1coc2c1cc(O)c1ccccc12,i,0.7,1461,-3,-20,0.47,1393,4%,4.4,2.2,5.7,i,-7,0.29,-0.19,0.45,-0.95,3.3%
C=CCNc1sc(C(=O)c2cccs2)c(N)c1C#N,i,6.6,943,7,10,-0.41,1139,5%,2.4,2.2,7.3,i,-26,0.84,0.57,1.1,1,8.0%
COCc1c(C(=O)OCC(=O)N2c3ccccc3CC2C)oc2ccccc12 (stereo not drawn),i,-8.7,991,19,22,0.14,1254,1%,5.2,2.8,6.9,i,2,0.62,-0.31,0.48,-0.22,-1.8%
COc1cc(NC(=O)COC(=O)c2ccc(C)c(S(=O)(=O)N3CCCCC3)c2)c(C)cc1[N+](=O)[O-],i,3.1,903,14,-2,-0.16,1405,13%,3.8,1.8,9.1,i,4,0.41,-0.23,0.32,-0.11,2.8%
Cc1ccc(CSCC(=O)N2CCOCC2)cc1,i,nt,nt,9,17,1.3,915,-3%,1.2,1.3,12,i,3,-0.88,-0.19,-0.61,0.72,0.3%
CCOc1ccc(N2C(=O)/C(=C/c3ccccc3)N=C2SC)cc1,i,nt,nt,-14,-4,-0.44,1305,19%,3.3,2.2,2.7,i,2,-0.56,-0.27,-0.21,0.29,1.7%
O=C1CCC([N+](=O)[O-])C(c2ccc(Br)cc2)N1 (stereo not drawn),i,-0.8,988,4,-6,0.8,1477,27%,1.4,1.9,4.6,i,10,-0.086,-0.24,0.08,0.16,0.2%
NCCCCCc1nnc(SCc2ccccc2Cl)o1,i,-0.9,1456,16,-23,0.15,1509,3%,3.0,2.2,6.7,i,-8,-0.12,-0.19,-0.035,0.2,-2.3%
CN1CCc2c(n(CC(O)CN3CCN(CCO)CC3)c3ccccc23)C1=O (stereo not drawn),i,nt,nt,0,23,0.15,1162,17%,3.1,2.4,7.9,i,22,-0.47,-0.3,-0.084,0.28,1.9%
COc1ccc(OC)c(Nc2nc(-c3ccccc3O)nc3ccccc23)c1,i,-0.5,1609,-9,9,-0.02,1320,45%,7.4,31,16,i,-16,i,nt,nt,-7.3,-0.3%
O=c1c2ccccc2c2ccccc2c(=O)n1-c1ccccc1,i,0.2,1491,-22,2,1.7,1351,-10%,2.7,1.4,16,i,-7,0.32,0.098,-0.13,-1,-0.6%
O=C(O)c1cc(S(=O)(=O)Nc2ccc(N3CCCCC3)cc2)ccc1Cl,i,-0.1,1127,0,2,-0.72,1261,-6%,3.3,2.2,8.8,i,18,-1,-0.29,-0.41,0.66,2.8%
CC1CCCCC1NC(=O)Cn1nnc(-c2ccc(Cl)cc2)n1 (stereo not drawn),i,0.0,1017,-1,-13,0.18,1791,10%,1.7,1.9,7.0,i,5,-0.76,0.91,0.075,0.023,-2.8%
O=[N+]([O-])c1ccc2c(c1)ncn2-c1ccccc1,i,-1.4,523,-1,-3,0.42,1056,-2%,7.3,1.7,5.6,i,14,0.19,-0.14,0.26,0.017,0.3%
COC(=O)[C@@H](NC(=O)NC1CCCc2ccccc21)C(C)C (stereo partly drawn),i,-5.2,935,-22,-29,-0.29,1039,-6%,2.0,1.8,11,i,5,-0.26,-0.21,-0.14,0.31,-2.9%
Clc1ccc(CSc2nc3ccncc3[nH]2)cc1,i,nt,nt,12,16,1.1,973,8%,4.4,4.4,3.1,i,-4,-1,-0.31,-0.52,0.46,3.6%
O=C(CN1CCCCCC1)Nc1ccc(S(=O)(=O)N2CCOCC2)cc1,i,1.4,1314,-3,4,nt,nt,3%,2.0,1.8,7.8,i,-3,-0.55,-0.26,-0.23,0.45,-0.9%
Cc1cc2cc(C)c3nnc(SCC(=O)N4CCN(C(=O)c5ccco5)CC4)n3c2cc1C,i,nt,nt,nt,nt,nt,nt,nt,1.8,1.6,15,i,4,1.7,0.4,1.3,-0.48,nt
Cc1nnc(NC2=NCCC2)s1,i,-5.4,1045,-5,-9,-0.88,1239,9%,5.1,2.6,2.9,i,10,-0.17,-0.33,-0.71,-0.46,-2.9%
CC(/C=C/c1ccc(N(C)C)cc1)=N\N=C1\NC(=O)CC(C(=O)Nc2ccccc2)S1 (stereo not drawn),i,0.6,975,46,-4,-0.13,2084,7%,1.7,3.8,11,i,-5,-0.16,0.39,-0.31,0.38,14%
O=C(N/N=C/c1ccco1)c1cc(C2CC2)[nH]n1,i,-0.2,1352,nt,nt,0.16,1092,8%,nt,nt,nt,nt,nt,0.86,-0.26,0.0049,-0.16,-2.6%
COc1ccc2nc(NC(=O)Nc3cccc4ccccc34)sc2c1,i,0.5,1004,5,-13,-0.18,1484,-5%,3.3,3.5,1.0,i,10,-1.2,-0.26,-1.3,2.5,-2.6%
COCCSc1nc2c(c(=O)[nH]c(=O)n2C)n1Cc1cccc(C)c1,i,-4.3,1214,-10,-5,-0.38,1283,8%,2.9,2.4,8.9,i,-6,-0.96,0.072,-0.12,0.36,0.0%
CCCN1C(=O)/C(=C/c2ccc(C)s2)NC1=S,i,nt,nt,7,10,nt,nt,-30%,4.2,1.8,6.3,i,-15,0.0059,-0.17,0.35,-0.16,8.2%
